Screening results from PubChem.
Mtb BioA inh: blocks M. tuberculosis BioA enzyme activity; 360,000 tested, 0.096% active; inhibition, % at 9.99 µM; purified M. tuberculosis BioA enzyme, plate reader; in the data active = inhibition above about 40%; inconclusive = no clear call, values can overlap the other calls
Rv3671c inh: Rv3671c (M. tuberculosis) protease inhibition; 320,000 tested, 0.048% active; AID 2606; inhibition, % at 5.96 µM; in the data active = inhibition above about 38%;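 also: extracellular domain of Rv3671c used as enzyme; 0% = enzyme with DMSO and 100% = no enzyme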
Target sequence (P9WHR9 whole entry, looked up, the tested form may be a part): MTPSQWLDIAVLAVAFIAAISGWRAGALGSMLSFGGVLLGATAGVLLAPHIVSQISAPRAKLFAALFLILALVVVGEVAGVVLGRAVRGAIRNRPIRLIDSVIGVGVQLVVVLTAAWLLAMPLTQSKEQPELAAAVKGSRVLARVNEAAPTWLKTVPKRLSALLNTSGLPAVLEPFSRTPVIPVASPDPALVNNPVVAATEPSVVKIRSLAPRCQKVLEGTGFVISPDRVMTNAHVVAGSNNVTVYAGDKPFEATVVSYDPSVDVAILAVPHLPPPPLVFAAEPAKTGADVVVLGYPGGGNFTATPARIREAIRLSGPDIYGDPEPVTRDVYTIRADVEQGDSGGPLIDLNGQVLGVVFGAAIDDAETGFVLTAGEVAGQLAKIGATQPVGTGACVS
FBA Mtb inh: inhibits M. tuberculosis FBA enzyme | P9WQA3 | purified M. tuberculosis FBA, fluorescence read-out | inhibition, % at 1 µM | 360,000 tested, 2.3% active | AID 588726; in the data active = inhibition above about 27%;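 also: 0% = vehicle and 100% = reference inhibitor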
Mtb UGM inh: inhibitors of M. tuberculosis UDP-galactopyranose mutase; 320,000 tested, 0.06% active; AID 504406; P9WIQ1; inhibition, % at 10 µM; purified UGM, fluorescence polarization probe displacement; in the data active = inhibition above about 10%, passing the limit was not always enough; inconclusive = no clear call, values can overlap the other calls
Target sequence (P9WIQ1 whole entry, looked up): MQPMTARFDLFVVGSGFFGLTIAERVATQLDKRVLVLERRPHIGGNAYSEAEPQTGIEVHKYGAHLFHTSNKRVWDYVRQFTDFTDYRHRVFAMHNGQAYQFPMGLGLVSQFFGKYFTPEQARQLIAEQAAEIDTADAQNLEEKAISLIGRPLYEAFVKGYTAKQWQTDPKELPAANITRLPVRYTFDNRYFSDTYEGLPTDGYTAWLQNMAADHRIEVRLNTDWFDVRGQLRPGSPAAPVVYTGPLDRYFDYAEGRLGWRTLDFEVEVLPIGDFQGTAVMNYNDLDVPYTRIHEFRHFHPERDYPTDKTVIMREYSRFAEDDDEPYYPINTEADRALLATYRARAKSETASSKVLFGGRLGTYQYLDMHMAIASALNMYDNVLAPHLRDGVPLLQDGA
BoNT-F LC inh: inhibitors of Botulinum neurotoxin F light chain protease; Multiplex microsphere protease cleavage assay, flow cytometry; inhibition, % at 10 µM; 360,000 tested, 0.22% active; AID 588497; in the data active = inhibition above about 35%, passing the limit was not always enough; inconclusive = no clear call, values can overlap the other calls; also: plate controls were buffer without enzyme for full effect and enzyme alone for no effect
GDH-TPI inh: counter-screen for M. tuberculosis FBA inhibitors: GDH-TPI coupled enzymes; AID 588335; inhibition, % at 4.8 µM; GDH-TPI coupled enzyme counterscreen, NADH absorbance; 360,000 tested, 1.2% active; in the data active = inhibition above about 30%;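 also: 0% = DMSO wells and 100% = wells lacking the enzyme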
FadD28 binding: inhibitors of Mycobacterium tuberculosis FadD28 bisubstrate binding. FadD28 bisubstrate probe binding, fluorescence polarization. inhibition, % at 12.5 µM. 360,000 tested, 0.22% active. AID 588549; in the data active = inhibition above about 8.5%, passing the limit was not always enough; inconclusive = no clear call, values can overlap the other calls
MazF activator: MazEF (E. coli) toxin RNase activation; P0AE70; FAM/BHQ RNA-DNA oligo cleavage fluorescence, 5 h; activation, % at 20 µM; 350,000 tested, 0.32% active; in the data active = activation above about 50%
Target sequence (P0AE70 whole entry, looked up): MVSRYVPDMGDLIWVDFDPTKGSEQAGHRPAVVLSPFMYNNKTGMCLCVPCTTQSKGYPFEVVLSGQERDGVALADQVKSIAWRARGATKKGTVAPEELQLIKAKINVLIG
PrPC surface inh: reduces human prion protein on the cell surface. inhibition, % at 13.8 µM. cell surface PrPC, TR-FRET read-out. P04156. AID 720596. 370,000 tested, 0.43% active; in the data active = inhibition above about 24%; also: 0% = median of the test wells and 100% = reference compound wells
* = called active by the depositor; ? = inconclusive; nt = no result given; + = active, no number; & = joins results of further samples.

SMILES	Mtb BioA inh	Rv3671c inh	FBA Mtb inh	Mtb UGM inh	BoNT-F LC inh	GDH-TPI inh	FadD28 binding	MazF activator	PrPC surface inh
O=C(NC(C(=O)N/N=C/c1cccc2ccccc12)c1n[nH]c(=O)c2ccccc12)c1ccccc1 (stereo not given)	0.2	-73	-1	1.3	3	9	-2.3	-24	-6
CSc1cccc(-n2ccc(=O)c(C)c2C)c1	0.7	4	7	-0.9	-30	3	-0.6	3	-1
O=C(NC(=S)NNC(=O)[C@H]1C[C@@H]1c1ccccc1)c1ccc(F)cc1	-3.0	5	1	1.2	?	12	-1.9	-1	-2
Cc1nn(C)c(C)c1CCC(=O)O	-2.3	2	0	-1.3	-1	-4	0.7	6	0
CCCCCCN1C[C@H](n2cc(-c3ccc(F)cc3)nn2)[C@@H](O)C[C@@H]1c1ccc(OC)cc1	-1.2	nt	2	nt	-3	8	-2.8	4	10
Fc1ccc(-n2c(-c3ccc4c(c3)OCO4)n[nH]c2=S)cc1Cl	nt	-6	18	2.5	-6	0	-0.5	3	5
COc1cccc(NC(=O)NC2CCN(Cc3nnnn3Cc3ccc4c(c3)OCO4)CC2)c1	7.9	-4	2	3.1	-3	1	-0.6	10	3
Cc1ccc(OCC(=O)Nc2ccc(N(C)C)cc2)cc1	-1.7	-6	-1	0.5	-6	-13	-1.0	1	5
O=C1c2cccc3c(N4CCCCC4)ccc(c23)C(=O)N1c1ccccn1	-1.6	-3	0	10*	16	3	-0.3	-83	-14
CN(CC(=O)Nc1ccc(Cl)c(C(F)(F)F)c1)C(=O)CCCc1nc2ccccc2c(=O)[nH]1	-0.8	-14	1	-1.0	nt	-10	-3.6	6	2
O=C(CC1SC(N2CCCC2)=NC1=O)Nc1ccc(C(=O)Nc2ncccc2O)cc1 (stereo not given)	-2.6	2	0	0.1	-4	11	-1.1	0	5
O=C(Nc1c(-c2ccc3c(c2)OCO3)[nH][nH]c1=O)c1ccccc1	2.7	nt	5	nt	-10	nt	-1.4	nt	0
CN(C)c1ccc(-c2nc3ccccn3c2/N=C/c2ccc(Br)cc2)cc1	nt	-7	6	-1.4	-22	15	-4.1	-1	-14
Cc1ccc(S(=O)(=O)N2CCOCC2)cc1C(=O)Nc1ccc2c(c1)CCC2	nt	0	-4	-3.3	0	3	-1.8	4	18
CCc1ccc2c(c1)/C(=N/OC)C(=O)N2	nt	8	-3	1.4	-3	6	-0.9	-5	-18
CCOC(=O)C(C)Sc1ncnc2c1c(-c1ccccc1)cn2-c1ccc(OC)cc1 (stereo not given)	0.2	-8	-2	1.0	-8	-5	-1.8	-2	-1
COC(=O)[C@H]1[C@H]2C[C@@H]3c4[nH]c5cc(OC)ccc5c4CCN3C[C@H]2C[C@@H](OC(=O)c2cc(OC)c(OC)c(OC)c2)[C@@H]1OC	-0.6	-1	0	-0.6	-26	2	-2.5	6	-14
CCCNC(=O)c1ccc(COc2cccc3ccccc23)o1	0.8	-1	2	-3.0	17	-7	-2.9	0	-1
O=C(O)CCC(=O)/C=C/c1ccccc1	nt	-9	-1	0.8	-5	-2	-0.2	-6	4
O=C(CN1CCCc2ccccc21)N/N=C/c1ccccc1	nt	-6	1	1.7	-31	13	-0.8	23	-4
CCN(CC)C(=O)COc1ccc(/C(C)=N/NC(=O)c2ccccc2O)cc1	nt	9	1	3.8	-3	2	-4.4	10	1
CCS(=O)(=O)N1CCC(C(=O)Oc2ccc(Br)cc2)CC1	-0.5	2	2	0.0	nt	13	-0.4	-4	0
COc1ccccc1N(Cc1ccccc1)S(=O)(=O)c1cccc(C(=O)N2CCCCC2)c1	-1.9	-6	2	2.1	1	2	-1.2	-11	11
CC(=O)c1cccc(N(C(=O)CNC(=O)c2ccco2)C(C(=O)NC2CCCC2)c2ccncc2)c1 (stereo not given)	-4.9	-3	3	-0.7	1	3	1.5	-11	2
CCCCCn1c(Sc2ncccn2)nc2c1c(=O)[nH]c(=O)n2C	1.2	10	-2	-0.4	-8	-2	-2.3	6	7

Entries shown so far containing a Cl atom:
SMILES	Mtb BioA inh	Rv3671c inh	FBA Mtb inh	Mtb UGM inh	BoNT-F LC inh	GDH-TPI inh	FadD28 binding	MazF activator	PrPC surface inh
Fc1ccc(-n2c(-c3ccc4c(c3)OCO4)n[nH]c2=S)cc1Cl	nt	-6	18	2.5	-6	0	-0.5	3	5
CN(CC(=O)Nc1ccc(Cl)c(C(F)(F)F)c1)C(=O)CCCc1nc2ccccc2c(=O)[nH]1	-0.8	-14	1	-1.0	nt	-10	-3.6	6	2

Continued.
SMILES	Mtb BioA inh	Rv3671c inh	FBA Mtb inh	Mtb UGM inh	BoNT-F LC inh	GDH-TPI inh	FadD28 binding	MazF activator	PrPC surface inh
O=C(Cn1nnc2ccccc21)C1CC1	nt	7	3	2.1	-5	-7	-2.1	7	-3
Cc1cc(C)n2nc(SCC(=O)N3CC(C)CC(C)C3)nc2n1 (stereo not given)	1.4	1	2	1.9	-5	6	0.1	11	-1
Cn1c(CCN2CCCCC2)nc2cc(NS(=O)(=O)c3ccc(Cl)cc3)ccc21	0.3	-10	-8	-0.6	-1	-11	-3.8	10	14
O=C(C1=C[C@H](C2CC2)C[C@H](OCCCCO)O1)N1CCN(Cc2ccc3c(c2)OCO3)CC1	2.7&0.9	-4	5	2.3	-11	6	-0.6	2	4
Cc1ccc(S(=O)(=O)N2[C@@H](c3ccc(Br)cc3)C(C(=O)O)=C[C@H]2C(C)(C)C)cc1	4.0	-5	0	2.5	1	-3	-17	2	2
CCCc1cc(=O)oc2cc(OCC(=O)NC3CCN(Cc4ccccc4)CC3)ccc12	-0.3	-7	11	0.5	-5	6	-1.8	10	-6
CCCCCOC(=O)c1[nH]c2c(c1C)C(=O)C(C(=O)OC)C(C)C2 (stereo not given)	-0.3	2	2	0.5	-5	0	-4.7	-1	14
O=C(O)C(Oc1ccc2c3c(c(=O)oc2c1)CCC3)c1ccccc1 (stereo not given)	4.0	-1	69*	1.6	?	22	-5.3	-2	-2
OC(CNCc1ccc(Cl)cc1)COc1ccccc1 (stereo not given)	1.9	-6	2	-1.4	-39	-3	1.1	5	-1
CCOc1ccc(C(=O)Nc2cccc(C(=O)O)c2)cc1Cl	nt	2	4	2.1	-2	4	-1.4	-2	3
CC(C)Oc1cc(F)ccc1-c1cc(C(=O)NCCCn2ccnc2)[nH]n1	0.9	nt	0	nt	-6	4	-2.6	nt	-5
CCOc1ccc(C(=O)NCC(=O)OCC(=O)Nc2nnc(-c3ccccc3)o2)cc1	0.0	-12	2	-2.7	-8	1	-0.4	0	2
CCOc1ccc(S(=O)(=O)Nc2c(C)n(C)n(-c3ccccc3)c2=O)cc1	-0.9	6	5	-0.7	?	0	1.5	4	-2
CC1CCN(c2ccc(C(=O)OCC(=O)NCCN3C(=O)CSC3=O)cc2[N+](=O)[O-])CC1	nt	7	-7	-2.9	-6	17	-4.4	-5	-8
O=C(Nc1ccccc1-c1ccccc1)NC1CCN(CC(=O)N2CCOCC2)CC1	2.8	4	-3	3.1	18	-7	-1.6	11	-4
CCOC(=O)Cc1csc(NC(NC(=O)OCC)(C(=O)OCC)C(F)(F)F)n1 (stereo not given)	-1.2	3	0	-0.2	3	6	-2.8	6	-1
COc1ccc(OC)c(C2C=C(c3ccc(C)c(C)c3)Nc3nnnn32)c1 (stereo not given)	-1.2	-2	1	-1.2	-2	8	-1.7	2	2
Cc1ccc(S(=O)(=O)NCC(=O)N2CCN(c3ccc(F)cc3)CC2)cc1	-0.8	-1	0	0.3	-2	-2	-1.9	1	3
Cc1ccc(-n2nc3c(c2NC(=O)C(C)(C)C)CSC3)c(C)c1	-1.4	6	0	0.5	-1	3	-2.6	4	-10
O=C(NC1(C(F)(F)F)N=C2SCCN2C1=O)c1ccco1 (stereo not given)	-0.5	-2	-5	-0.7	-18	2	-3.1	5	2
O=C(c1ccccn1)N1CCCC(N2CCN(Cc3ccc4c(c3)OCO4)CC2)C1 (stereo not given)	-0.3	-2	0	0.3	nt	6	0.1	7	-5
O=C(C[C@@H]1C/C=C\C[C@H](Cc2ccc(F)cc2)C(=O)OC[C@H]2CCCN2C1=O)N[C@H](CO)Cc1ccccc1	1.1	8	1	-0.1	-1	-5	-4.2	0	-2
NCCCN1CCOCC1	nt	2	3	-0.9	4	-9	-1.8	2	-4
O=C1CCN=C(Nc2ccc(F)cc2)N1Cc1ccccc1	nt	2	-1	1.8	-24	8	-3.7	9	3
CC1=C(C(=O)N2CCOCC2)CC(CC(=O)NCC2CCCCC2)C(=O)N1CCC1=CCCCC1 (stereo not given)	1.6	nt	-2	nt	-6	-2	0.2	2	3

By substructure, the compounds so far containing a tert-butyl group (2)
SMILES	Mtb BioA inh	Rv3671c inh	FBA Mtb inh	Mtb UGM inh	BoNT-F LC inh	GDH-TPI inh	FadD28 binding	MazF activator	PrPC surface inh
Cc1ccc(S(=O)(=O)N2[C@@H](c3ccc(Br)cc3)C(C(=O)O)=C[C@H]2C(C)(C)C)cc1	4.0	-5	0	2.5	1	-3	-17	2	2
Cc1ccc(-n2nc3c(c2NC(=O)C(C)(C)C)CSC3)c(C)c1	-1.4	6	0	0.5	-1	3	-2.6	4	-10

New compounds follow.
SMILES	Mtb BioA inh	Rv3671c inh	FBA Mtb inh	Mtb UGM inh	BoNT-F LC inh	GDH-TPI inh	FadD28 binding	MazF activator	PrPC surface inh
COc1cc2[nH]c3c(Cl)ncnc3c2cc1OC	2.8	3	3	-0.4	-9	12	-1.6	5	-9
COc1cccc(NC(=O)c2ccnc(N3CCC(C(=O)NCc4ccccc4OC)CC3)c2)c1	0.1	7	2	-0.9	4	-1	-3.6	-3	-1
COc1ccc(CCN(C)C(=O)c2cccc(S(=O)(=O)N3CCN(c4ccc(F)cc4)CC3)c2)cc1OC	-4.3	nt	3	nt	0	4	-0.5	2	5
Fc1ccc(-c2nc3c4ccccc4ccn3c2Cc2ccccc2)cc1	-0.9	nt	1	nt	0	-6	-1.3	-2	4
COc1ccc2c(c1)C(=O)CC(c1ccc3c(c1)OCCO3)O2 (stereo not given)	0.9	-7	7	1.7	-28	16	-1.8	-4	-6
C=CCn1c(-c2ccc(F)cc2)n[nH]c1=S	nt	4	2	5.3	-3	-4	-0.4	4	6
O=C(CCNC(=O)c1ccccc1)NNC(=O)c1ccc(F)cc1	3.4	4	3	1.7	-6	12	-0.8	6	5
Cc1ccccc1NC(=O)Cc1nc(COC(=O)CNC(=O)c2ccc(Cl)cc2Cl)cs1	nt	nt	1	nt	-1	0	-1.5	22	4
Nc1c(C(=O)c2ccc(F)cc2)oc2ccccc12	-1.7	-3	3	-0.6	-25	5	-0.3	-1	-10
CC(=O)OC1OCCOC1NC(=S)Nc1ccc(C)cc1 (stereo not given)	-1.4	6	-2	-3.7	4	1	-0.9	2	1
CC(OC(=O)CSc1ccc(F)cc1)C(=O)NC1(C#N)CCCCC1 (stereo not given)	-0.3	-7	-1	-1.0	-5	1	-3.4	4	-3
N#CCc1ccc(Oc2ccc([N+](=O)[O-])cn2)cc1	nt	0	0	-1.2	-3	7	-1.4	11	-30
Cc1cccc2cc(C(c3nnnn3Cc3ccccc3)N3CCN(c4ccccc4)CC3)c(=O)[nH]c12 (stereo not given)	-2.2	2	0	1.8	-8	18	-0.9	-11	59*
O=C(O)c1cc(-c2cccs2)nc2cc3c(cc12)OCCO3	0.1	3	+	1.4	-7	9	-2.6	1	-4
CNc1ccc(C=C2C=Cc3ccccc32)cc1	nt	nt	-8	nt	-9	11	2.9	9	12
CC(=O)OCC[N+](C)(C)C	0.0&-0.1&-0.2	6&1&2	0&-3&-2	-1.6&-0.5&0.2	2&-11&-17	-4&-5&4	-2.5&-2.7&-0.9	-1&-16&7	1&0&2
CCc1cccc(NS(=O)(=O)c2csc(C(N)=O)c2)c1	-1.1	-3	0	1.2	-13	3	-4.1	3	5
O=C1CN=C(c2ccccc2)c2cc([N+](=O)[O-])ccc2N1	0.9	-4	0	nt	-10	-2	-0.7	6	-19
COc1ccc(Oc2ccc3c(C(F)(F)F)cc(C(F)(F)F)nc3n2)cc1	-3.4	-4	0	-0.7	-2	5	-1.2	-13	7
Cc1ccc(S(=O)(=O)N2CCN(C(=O)Cn3c(=O)oc4ccccc43)CC2)cc1	11	-4	-2	0.9	-17	-5	-2.0	3	-4
N/C(=N\c1nc2ccccc2o1)NC(=O)c1ccccc1	-0.7	-7	4	-3.6	-12	23	0.9	12	-6
O=C(CCn1cccc1)Nc1cc(F)ccc1F	-0.4	-6	2	-0.3	-3	14	-0.9	2	-1
CCN1CCN(c2nc3c(c(=O)[nH]c(=O)n3C)n2Cc2ccccc2)CC1	0.2	nt	1	2.4	?	1	-2.1	3	6
